rCAG binder: binders of r(CAG) RNA repeats, primary screen, biochemical, fluorescence; inhibition, % at 3 µM; r(CAG) RNA repeat, TO-PRO-1 dye displacement fluorescence; 370,000 tested, 1.3% active; AID 651821, 2012;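 active means inhibition above the plate cutoff, the mean of all test compounds on that plate plus 3 SD, cut at about 35% in these data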;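 further: 0% = DMSO alone and 100% = 100 µM mitoxantrone as full dye displacement; higher means more dye released from RNA so lower well fluorescence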
NPR2 activator: human GC-B receptor activators, primary screen, HEK293 GC-B cells, cGMP TR-FRET, EC30 CNP; 0% at EC30 CNP, 100% saturating CNP; activation, % at 10 µM; 370,000 tested, 0.11% active;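 active means activation at 10 µM reaching about 35% in either raw or pattern-adjusted values, limit read from the data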
PG9 Ab binder: binders of HIV-1 gp120 antibody PG9, primary screen, biochemical, TR-FRET; HIV-1 gp120 / PG9 antibody interaction; inhibition, % at 6.7 µM; 360,000 tested, 0.43% active; TR-FRET gp120-PG9 antibody binding; in the data active means inhibition above about 8.5%
HTRA1 inh: HTRA1 serine protease inhibitors, primary screen, biochemical, fluorescence polarization, HTS. 340,000 tested, 0.5% active. inhibition, % at 5.96 µM. recombinant HTRA1, FP-rhodamine activity-based probe. Q92743; in the data active means inhibition above about 36%;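 further: 0% = enzyme with DMSO and 100% = wells lacking enzyme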
ASAP1 GAP inh: inhibitors of human ASAP1 ArfGAP activity, primary screen, biochemical, fluorescence polarization; ASAP1-stimulated ARF1 GTP hydrolysis, GDP FP detection; 360,000 tested, 0.19% active; AID 624377, 2012; inhibition, % at 16.5 µM; Arf-GAP with SH3 domain, ANK repeat and PH domain-containing protein 1 (Homo sapiens), …; in the data active means inhibition above about 25%;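 further: 0% = vehicle with enzyme and substrate and 100% = no enzyme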
Target sequence (Q9ULH1 325-724 limits assumed): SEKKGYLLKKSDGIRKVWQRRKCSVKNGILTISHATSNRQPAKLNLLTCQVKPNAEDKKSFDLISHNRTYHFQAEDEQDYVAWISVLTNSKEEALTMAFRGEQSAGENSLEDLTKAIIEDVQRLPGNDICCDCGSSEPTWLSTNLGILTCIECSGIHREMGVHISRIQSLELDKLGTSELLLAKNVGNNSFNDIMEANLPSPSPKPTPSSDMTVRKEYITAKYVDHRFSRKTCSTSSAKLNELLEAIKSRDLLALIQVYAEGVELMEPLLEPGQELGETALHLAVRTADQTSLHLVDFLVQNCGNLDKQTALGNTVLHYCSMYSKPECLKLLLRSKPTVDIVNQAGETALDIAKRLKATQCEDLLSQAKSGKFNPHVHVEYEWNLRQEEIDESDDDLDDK
SMARCA2 activ: SMARCA2 (BRM) function activators, primary screen, cell-based, luminescence, high throughput. MG213 cells, MMTV-luciferase reporter, dexamethasone, overnight. activation, % at 9.1 µM. 370,000 tested, 1% active. AID 652017, 2013; in the data active means activation above about 7.8%;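 further: 0% = vehicle wells and 100% = reference activator wells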
ARFGAP1 inh: inhibitors of rat ARFGAP1 GAP activity, primary screen, biochemical, fluorescence polarization, GDP tracer; 360,000 tested, 0.26% active; AID 651572, 2012; inhibition, % at 16.5 µM; Arfgap1-stimulated ARF1 GTP hydrolysis, GDP FP detection;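 active means inhibition above a per-plate limit, mean inhibition of low control wells plus 3 SD, cut at about 25% in these data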;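 further: 0% = DMSO wells with enzyme and 100% = wells lacking Arfgap1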
Target sequence (Q62848 1-136 limits assumed): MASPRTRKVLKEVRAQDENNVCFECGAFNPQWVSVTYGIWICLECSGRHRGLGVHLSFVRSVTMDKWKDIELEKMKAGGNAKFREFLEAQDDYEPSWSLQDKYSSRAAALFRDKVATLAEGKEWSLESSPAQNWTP
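Assay system: Rat Arfgap1 GAP domain (His6, aa 1-136), purified enzyme | Buffer or medium: HEPES 25 mM pH 7.5, NaCl 150 mM, MgCl2, DTT | Schedule: GTP hydrolysis reaction 2 h at 25 °C | Signal: FP of antibody-bound GDP Alexa 633 tracer, ex 620/em 688 nm | Measure: Percent inhibition of Arfgap1-stimulated GTP hydrolysis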
NPR1 activator: GC-A stimulated cGMP production enhancers – HEK293 GC-A cells, cGMP TR-FRET, EC30 ANP, primary screen; 370,000 tested, 0.14% active; activation, % at 10 µM; AID 1671463, 2021; 0% at EC30 ANP, 100% saturating ANP; in the data active means activation above about 40%
ABHD4 inh: ABHD4 inhibitors, primary screen, biochemical, fluorescence polarization, mouse | inhibition, % at 8.92 µM | purified mABHD4, FP-Rh probe fluorescence polarization | (Lyso)-N-acylphosphatidylethanolamine lipase (Mus musculus), Q8VD66 | 370,000 tested, 0.54% active | AID 720543, 2013;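 active means inhibition exceeding the mean over every tested compound plus 3 SD, cut at about 30% in these data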;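 further: 0% = plate median of compound wells and 100% = S159A mutant with DMSO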
Target sequence (Q8VD66 whole entry, looked up): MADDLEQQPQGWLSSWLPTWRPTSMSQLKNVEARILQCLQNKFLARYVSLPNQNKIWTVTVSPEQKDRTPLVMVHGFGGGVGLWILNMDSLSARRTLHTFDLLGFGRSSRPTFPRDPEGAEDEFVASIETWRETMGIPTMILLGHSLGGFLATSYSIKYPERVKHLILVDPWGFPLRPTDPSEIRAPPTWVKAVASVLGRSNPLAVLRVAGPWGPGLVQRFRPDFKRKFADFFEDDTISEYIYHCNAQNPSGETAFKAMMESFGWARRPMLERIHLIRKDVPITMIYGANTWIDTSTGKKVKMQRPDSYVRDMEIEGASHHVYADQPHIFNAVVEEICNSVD
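Assay system: mABHD4 protein; medium: HEPES pH 7.0, NaCl, Pluronic buffer; dosing: 8.92 µM, single dose; schedule: 45 min + 60 min at 25 °C; signal: FP readout, ex 525 nm / em 598 nm; read-out: normalized percent inhibition of probe labeling; repeats: single replicate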
NR1D1 modulator: modulators of Rev-erb alpha DNA binding, primary screen, biochemical, FITC-DNA, fluorescence polarization, uHTS; Rev-erbα–FITC-DNA binding, 90 min; activity, % at 10 µM; Nuclear receptor subfamily 1 group D member 1 (Homo sapiens), P20393; 370,000 tested, 0.79% active;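 active means activity above about 14%, limit read from the data; passing the limit was not always enough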;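 further: 0% = DMSO wells with 35 nM protein and 100% = DMSO wells with 750 nM protein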
* marks the source's active call; other numbers are inactive results; . = no result given.

[1] Clc1cccc(N2Cc3cc(-c4ccccc4)ccc3-n3nncc3C2)c1
[2] C=CC(=O)NCNC(=O)C=C
[3] Oc1ccc2ccccc2c1CN1CC=C(c2ccccc2)CC1
[4] O=C(Nc1cccc(Cl)c1)N1C[C@H]2C[C@@H](C1)c1cccc(=O)n1C2
[5] CCOC(=O)C1=C(C)OC(N)=C(C#N)C12C(=O)Nc1ccc(C)cc12 (stereo unspecified)
[6] CCC(=NCc1ccc(F)cc1)c1c(O)n(C)c(=O)n(C)c1=O
Compound,1,2,3,4,5,6
SMARCA2 activ,5,-7,-5,-1,1,-2
HTRA1 inh,.,8,2,2,1,1
ASAP1 GAP inh,-3,9,-11,-9,4,5
NR1D1 modulator,3,4,-2,-1,7,-2
PG9 Ab binder,1.1,-0.7,-0.8,-0.3,2.0,-1.6
NPR1 activator,0,0,-2,-4,-4,0
NPR2 activator,-4,-7,-1,2,3,3
ARFGAP1 inh,-11,5,8,-13,-17,-3
ABHD4 inh,-18,3,-3,4,-2,-4
rCAG binder,9,2,0,0,-3,-7

[7] Cc1cccc(-n2c(O)c(C=Nc3ccc(S(N)(=O)=O)cc3)c(=O)[nH]c2=O)c1
[8] COc1ccc(CCNCc2ccccc2F)cc1OC
[9] Cc1ccc(CC(=O)N2CCN(Cc3ccccc3)CC2)cc1
[10] O=C(O)[C@H]1NC[C@H]2C[C@H]21
[11] COc1ccc(CCC(=O)N2CCC3(CC2)OCCO3)cc1
[12] COC(=O)C1=C(c2ccc(F)cc2OCc2ccccc2)C[C@@H]2CC[C@H]1N2C(=O)NCc1ccc(OC)c(OC)c1
Compound,7,8,9,10,11,12
SMARCA2 activ,-3,-1,1,-2,-2,-1
HTRA1 inh,-2,-2,-3,5,0,-22
ASAP1 GAP inh,-2,-1,-3,3,6,-16
NR1D1 modulator,-6,-4,1,-7,1,-1
PG9 Ab binder,1.4,0.1,-4.5,-1.3,-1.0,-0.9
NPR1 activator,2,1,3,2,1,-3
NPR2 activator,-3,4,3,2,-3,-2
ARFGAP1 inh,8,7,-13,-11,17,5
ABHD4 inh,3,1,-3,5,10,-3
rCAG binder,1,-2,-6,0,-4,-1

[13] Cn1c(=O)cc(OCC(=O)N2CCC3(CC2)OCCO3)c2ccccc21
[14] CCCOP(=O)(OCCC)C(NC(=O)c1cc(OC)c(OC)c(OC)c1)c1ccccc1 (stereo unspecified)
[15] CN1C(=O)NC(=O)C(N=Nc2ccc(Cl)cc2)C1=O (stereo unspecified)
[16] CCOc1ccc(C(C)=O)cc1Cc1c(O)[nH]c(=S)[nH]c1=O
[17] O=C1CC(=O)N(c2ccccc2)C(=O)N1c1ccccc1
[18] CN1CCCN(C(=O)COc2ccc(Br)cc2)CC1
Compound,13,14,15,16,17,18
SMARCA2 activ,5,-2,-4,1,4,-1
HTRA1 inh,0,0,6,-1,-19,0
ASAP1 GAP inh,-7,-3,-2,20,0,10
NR1D1 modulator,-3,.,2,2,0,7
PG9 Ab binder,0.8,-1.4,-0.6,-0.8,0.3,-1.6
NPR1 activator,2,.,-1,1,1,7
NPR2 activator,3,.,-14,2,2,1
ARFGAP1 inh,6,4,-5,6,-3,13
ABHD4 inh,2,3,-3,1,0,-10
rCAG binder,-2,-8,4,4,17,-2

[19] O=[N+]([O-])c1ccc(N2CCNCC2)cc1N1CCCCCC1
[20] CCC1(OC(=O)c2ccccc2)CC(C)N(C)CC1C (stereo unspecified)
[21] Cc1[nH]c2ccc(OCc3ccccc3)cc2c1CCN
[22] c1ccc2c(CN3CCOCC3)c[nH]c2c1
[23] CNCCc1c[nH]c2ccc(O)cc12
[24] CCOc1cc2c(cc1OCC)-n1cccc1C(c1ccc(F)cc1)NC2 (stereo unspecified)
Compound,19,20,21,22,23,24
SMARCA2 activ,-6,2,1,-2,-5,-2
HTRA1 inh,8,4,5,7,3,2
ASAP1 GAP inh,-1,-2,-4,-1,-1,-3
NR1D1 modulator,5,0,-6,0,-4,3
PG9 Ab binder,-1.6,-2.9,-4.0,2.2,-2.7,-2.4
NPR1 activator,0,-1,-5,-2,-1,-5
NPR2 activator,-4,-4,-2,-1,-2,-10
ARFGAP1 inh,-5,9,2,0,3,9
ABHD4 inh,-7,4,1,-6,14,6
rCAG binder,7,-1,2,0,0,-7

[25] O=c1[nH]c(=O)n(-c2ccc(Br)cc2)c(O)c1C=NC(CO)(CO)CO
[26] CC1CC2(O)c3nonc3CCC2N1O (stereo unspecified)
[27] O=C(NCCCN1CCOCC1)C(Cl)(Cl)Cl
[28] COC(=O)C1=C(c2cc3ccccc3o2)C[C@@H]2CC[C@H]1N2C(=O)NCc1cccc2ccccc12
[29] CCC(=NCCN1CCOCC1)c1c(O)n(-c2ccccc2C)c(=O)[nH]c1=O
[30] O=c1[nH]c(=S)[nH]c(O)c1/C=C1/C=c2ccccc2=N1
Compound,25,26,27,28,29,30
SMARCA2 activ,0,-4,-3,-2,-2,-4
HTRA1 inh,.,0,2,-65,10,2
ASAP1 GAP inh,2,-4,0,7,9,8
NR1D1 modulator,1,0,-3,-1,-1,-4
PG9 Ab binder,-2.8,2.0,-1.0,-0.7,1.4,-2.6
NPR1 activator,3,-8,2,-3,1,5
NPR2 activator,-1,3,5,-5,3,-10
ARFGAP1 inh,-3,-1,5,0,8,-10
ABHD4 inh,5,-5,6,-9,7,1
rCAG binder,0,2,6,20,1,-1

[31] COC(=O)CN1C(=O)CN=C(c2ccccc2Cl)c2cc(Br)ccc21
[32] CC(C)CCn1c(N)c(C(=O)NCc2cccs2)c2nc3ccccc3nc21
[33] Cc1ccc2cc(C=C(C#N)C#N)c(Cl)nc2c1
[34] CN(C)CCNC(=O)c1cccn(Cc2cc(C(F)(F)F)cc(C(F)(F)F)c2)c1=O
[35] CCOP(=O)(OCC)C(NC(=O)c1cccc(C)c1)C(Cl)(Cl)Cl (stereo unspecified)
[36] CN1C2(C)c3ccccc3C1(c1ccccc1)c1ccccc12
Compound,31,32,33,34,35,36
SMARCA2 activ,1,.,-1,-4,3,6
HTRA1 inh,.,-10,-12,3,-1,.
ASAP1 GAP inh,0,.,1,-15,9,0
NR1D1 modulator,-5,2,5,3,10,4
PG9 Ab binder,0.2,.,1.2,-0.5,-1.6,-0.4
NPR1 activator,-16,4,-19,7,2,-5
NPR2 activator,-7,-7,-5,6,3,-9
ARFGAP1 inh,-13,.,-3,7,-5,9
ABHD4 inh,-4,.,7,-1,3,4
rCAG binder,-6,.,-3,-7,8,1

[37] COc1cc(OC)c(OC)cc1CNCCc1ccc(OC)c(OC)c1
[38] Nc1cc(C(=O)Nc2ccc(Cl)cc2)ccc1N1CC2CC(C1)c1cccc(=O)n1C2 (stereo unspecified)
[39] COc1cccc(N2C(=O)NC(=O)C3(Cc4cc(C)ccc4N(C)C3)C2=O)c1 (stereo unspecified)
[40] CN(C)P1(N(C)C)=NC(C(F)(F)F)=NC(C(F)(F)F)=N1
[41] Cn1cc(C(=O)c2ccccc2)c2ccccc21
[42] Nc1ccccc1C(=O)OC1CSC1
Compound,37,38,39,40,41,42
SMARCA2 activ,-2,0,2,2,1,6
HTRA1 inh,0,-1,1,-2,-5,1
ASAP1 GAP inh,-11,4,7,8,1,-5
NR1D1 modulator,-3,-5,2,3,1,0
PG9 Ab binder,0.2,-0.2,-0.3,0.2,0.1,-1.7
NPR1 activator,-2,11,4,2,1,-3
NPR2 activator,4,8,4,5,1,0
ARFGAP1 inh,-11,3,1,2,4,-7
ABHD4 inh,8,1,4,4,8,8
rCAG binder,-4,5,13,-1,2,6

[43] COC(=O)C1=C(c2ccc(OC)c(OC)c2)C[C@@H]2CC[C@H]1N2C(=O)N1CCCC1
[44] CCN(CC)C(=O)c1ccc(NC(=O)Nc2ccccc2F)cc1
[45] CCOc1ccccc1N1C(=O)CC(=O)NC1=O
[46] O=C(/C=C/c1ccccc1)NCCc1cnc[nH]1
[47] Nc1ccc(Br)cc1
[48] CCOP(=O)(Oc1ccccc1)c1c([N+](=O)[O-])cc(C(F)(F)F)cc1[N+](=O)[O-] (stereo unspecified)
Compound,43,44,45,46,47,48
SMARCA2 activ,2,4,3,0,-3,0
HTRA1 inh,-1,-2,8,1,7,2
ASAP1 GAP inh,7,19,10,8,6,-1
NR1D1 modulator,-4,4,-1,-5,-7,-1
PG9 Ab binder,-0.6,2.7,0.8,0.4,-1.7,-0.1
NPR1 activator,4,-1,2,4,3,3
NPR2 activator,0,-1,2,3,-3,5
ARFGAP1 inh,8,12,6,-7,-15,-8
ABHD4 inh,-2,-1,2,5,2,8
rCAG binder,-6,0,0,2,-2,2

Compound profiles (already shown). Values in the order: SMARCA2 activ, HTRA1 inh, ASAP1 GAP inh, NR1D1 modulator, PG9 Ab binder, NPR1 activator, NPR2 activator, ARFGAP1 inh, ABHD4 inh, rCAG binder
COC(=O)C1=C(c2ccc(OC)c(OC)c2)C[C@@H]2CC[C@H]1N2C(=O)N1CCCC1 in the list: 2, -1, 7, -4, -0.6, 4, 0, 8, -2, -6
CCOc1ccccc1N1C(=O)CC(=O)NC1=O in the list: 3, 8, 10, -1, 0.8, 2, 2, 6, 2, 0
CCN(CC)C(=O)c1ccc(NC(=O)Nc2ccccc2F)cc1 in the list: 4, -2, 19, 4, 2.7, -1, -1, 12, -1, 0

The main list resumes, starting two compounds before the break.
[47] Nc1ccc(Br)cc1
[48] CCOP(=O)(Oc1ccccc1)c1c([N+](=O)[O-])cc(C(F)(F)F)cc1[N+](=O)[O-] (stereo unspecified)
[49] COc1ccc(N/N=C/c2c(O)n(-c3cccc(C)c3)c(=O)[nH]c2=O)cc1
[50] Cc1cc(C)n2c(Br)c(CN3CC4CC(C3)c3cccc(=O)n3C4)nc2n1 (stereo unspecified)
[51] C=CCN1C(=O)NC(=O)/C(=C/c2ccoc2)C1=O
[52] CCN(CC)C(=O)Oc1ccc(NC(=O)N2CCOCC2)cc1
Compound,47,48,49,50,51,52
SMARCA2 activ,-3,0,4,-2,3,-2
HTRA1 inh,7,2,-4,-5,-3,4
ASAP1 GAP inh,6,-1,4,-3,-5,1
NR1D1 modulator,-7,-1,-4,-2,-6,4
PG9 Ab binder,-1.7,-0.1,-3.5,-2.1,-2.2,-0.6
NPR1 activator,3,3,-3,5,13,1
NPR2 activator,-3,5,-1,5,9,3
ARFGAP1 inh,-15,-8,3,-12,7,-7
ABHD4 inh,2,8,8,-2,6,-4
rCAG binder,-2,2,1,1,2,-5

From PubChem

Not all compounds are listed, so the mix of outcomes need not match the whole.
